# MKP-3 inhibition – MKP-3 phosphatase inhibitors, primary screen, biochemical, rat enzyme, in vitro (AID 425) | hit rate 0.17% among 110,000 | recombinant MKP-3 phosphatase activity, fluorescence; higher % means a stronger effect | Dual specificity protein phosphatase 6 (Rattus norvegicus) | one-dose inhibition, % at 20 µM; IC50 in µM for titrated hits; in the data active = inhibition above about 50%;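 also: plate controls were vehicle for no effect and reference inhibitor for full effect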
# Hsp70 displacement – Hsp70 inhibitors, probe displacement, primary screen, biochemical, fluorescence polarization (AID 583) | Hsp70 fluorescence polarization probe displacement, mP; higher % means a stronger effect | hit rate 0.06% among 140,000 | displacement, % at 20 µM; hits with a dose series show IC50 in µM; in the data active = displacement above about 50%;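 also: plate controls were vehicle for no effect and reference ligand for full effect; a part of the inactive calls stands beside numbers as strong as those of hits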
# Starred values were filed as active, the others as inactive; . = not tested or not shown.
CC(C)OC(=O)CC1=NC(=O)CS1
  MKP-3 inhibition: 4%	Hsp70 displacement: -8.7%
Cc1ccc(-n2nc3c(n2)/C(=N/O)CC/C3=N\O)cc1
  MKP-3 inhibition: .	Hsp70 displacement: -0.4%
O=C(Nc1ccccc1C(=O)N1CCN(Cc2ccccc2)CC1)c1ccccc1F
  MKP-3 inhibition: 4%	Hsp70 displacement: 2.2%
Cc1cccc2cc(C(c3nnnn3Cc3ccccc3)N3CCN(c4ccccc4)CC3)c(=O)[nH]c12 (centres undefined)
  MKP-3 inhibition: -6%	Hsp70 displacement: 2.9%
CCc1ccc(NC(=O)CS(=O)CC(=O)NCC2OCCc3ccccc32)cc1 (centres undefined)
  MKP-3 inhibition: -4%	Hsp70 displacement: -2.1%
COC(=O)c1ccc(Cn2cnc3c(sc4nc(N5CCOCC5)c5c(c43)CCCC5)c2=O)o1
  MKP-3 inhibition: -5%	Hsp70 displacement: -3.6%
CCC(=O)N(C)/C=C1\Sc2ccccc2C1=O
  MKP-3 inhibition: .	Hsp70 displacement: -1.7%
CCOC(=O)c1c(NC(=O)c2cccc(OC)c2)sc2c1CCC2
  MKP-3 inhibition: 4%	Hsp70 displacement: -5.3%
COc1cc(OC)c(OC)cc1CN1CCN(C(=O)c2ccc(OC)c(OC)c2)CC1
  MKP-3 inhibition: 0%	Hsp70 displacement: 3.6%
COc1ccc(NC(=O)CN(c2ccccc2)S(=O)(=O)c2ccccc2[N+](=O)[O-])c(OC)c1
  MKP-3 inhibition: -3%	Hsp70 displacement: -2.0%
CCN1CCN(c2ncc(C(=O)Nc3cc(Cl)ccc3OC)c3ccccc23)CC1
  MKP-3 inhibition: -4%	Hsp70 displacement: 3.0%
C=CCn1c(SCc2nc3ccccc3[nH]2)nnc1-c1ccncc1
  MKP-3 inhibition: -6%	Hsp70 displacement: -3.8%
COc1ccc(-c2[nH]c(-c3cccc(OC)c3)nc2SCC(=O)NCc2ccco2)cc1
  MKP-3 inhibition: 2%	Hsp70 displacement: -1.0%
CCOC(=O)c1c(C)n(C)c2ccc(OC)c(NC(=O)CN3CCN(C4CCCCC4)CC3)c12
  MKP-3 inhibition: .	Hsp70 displacement: 2.9%
C=CCn1c(C)cc(C(=O)CSc2nnc(-c3cccc(S(=O)(=O)N(CC)CC)c3)o2)c1C
  MKP-3 inhibition: -18%	Hsp70 displacement: 2.8%

# Single records, from the list above. Values in the order: MKP-3 inhibition	Hsp70 displacement
# C=CCn1c(SCc2nc3ccccc3[nH]2)nnc1-c1ccncc1 is entered as -6%	-3.8%
# COC(=O)c1ccc(Cn2cnc3c(sc4nc(N5CCOCC5)c5c(c43)CCCC5)c2=O)o1 is entered as -5%	-3.6%

# New compounds follow.
CCCCn1c(SCC(=O)N2c3ccccc3Sc3ccccc32)nc2c1c(=O)n(C)c(=O)n2C
  MKP-3 inhibition: .	Hsp70 displacement: 2.0%
COc1ccc2cc(C(c3nnnn3C(C)(C)C)N3CCc4ccccc4C3)c(=O)[nH]c2c1 (centres undefined)
  MKP-3 inhibition: 5%	Hsp70 displacement: 5.9%
CSc1nc2c(c(=O)n1Cc1ccccc1)SC(C)C2 (centres undefined)
  MKP-3 inhibition: .	Hsp70 displacement: 1.4%
CCOC(=O)C(NCc1ccccc1OC)(NC(=O)c1ccccc1)C(F)(F)F (centres undefined)
  MKP-3 inhibition: .	Hsp70 displacement: 3.2%
O=C(OCn1ncc(Br)c(Br)c1=O)c1c(F)cccc1F
  MKP-3 inhibition: .	Hsp70 displacement: -1.7%
CCn1c(/C=N/NC(=O)c2ccccc2)nc2ccccc21
  MKP-3 inhibition: 0%	Hsp70 displacement: 3.3%
Cc1cc(C)c(NC(=O)CN(c2ccccc2)S(=O)(=O)N(C)C)c(C)c1
  MKP-3 inhibition: .	Hsp70 displacement: 7.4%
O=c1cc(N2CCc3ccccc3C2)[nH]c(=O)n1Cc1ccc(F)cc1
  MKP-3 inhibition: -2%	Hsp70 displacement: 1.3%
CC(=O)c1ccc(OCCCC(=O)OCC(=O)N2CCN(c3ccccc3)CC2)cc1
  MKP-3 inhibition: -17%	Hsp70 displacement: 2.4%

# Some of the entries above, reformatted.
Structure	MKP-3 inhibition	Hsp70 displacement
CCCCn1c(SCC(=O)N2c3ccccc3Sc3ccccc32)nc2c1c(=O)n(C)c(=O)n2C	.	2.0%
COc1ccc2cc(C(c3nnnn3C(C)(C)C)N3CCc4ccccc4C3)c(=O)[nH]c2c1 (centres undefined)	5%	5.9%
CSc1nc2c(c(=O)n1Cc1ccccc1)SC(C)C2 (centres undefined)	.	1.4%
CCOC(=O)C(NCc1ccccc1OC)(NC(=O)c1ccccc1)C(F)(F)F (centres undefined)	.	3.2%
O=C(OCn1ncc(Br)c(Br)c1=O)c1c(F)cccc1F	.	-1.7%
CCn1c(/C=N/NC(=O)c2ccccc2)nc2ccccc21	0%	3.3%

# These rows are one share of the data. The share of hits here may be higher or lower than overall.
